# Screening data: PubChem, National Center for Advancing Translational Sciences (NCATS)
# Lipid storage S3: qHTS Assay for Lipid Storage Modulators in Drosophila S3 Cells; Drosophila S3 cells, BODIPY lipid droplet fluorescence, 18-24 h; cells fed with added oleic acid; Potency in µM for hits, for the others lipid storage change, negative = inhibition, % at the top dose, mostly 46.1 µM; hit rate 0.64% among 320,000; active means well fitted inhibition curve with a large enough effect in the signal ratio, with a control signal flat, not every such curve was filed as active; inconclusive means small, poorly fitted or top-dose-only effect, or effect the other way, or a change in a side signal; the % refers to the signal ratio
#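 Laser-scanning cytometry quantifies lipid droplet accumulation (500–530 nm total intensity; droplet/cell object ratio) in oleic acid-fed (400 uM added) Drosophila S3 cells treated with a concentration series. 20 uM Triacsin C defined 100% inhibition.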
# Lipid storage S3 cell count max: also measured in Lipid storage S3; calls as there; cell number change, %; measured here: cell count max response;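 cells counted by Cell Tracker Red CMTPX staining in the red channel; peak over a dose series mostly up to 46.1 µM; percent activity relative to internal control wells on each plate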
# Numbers without * were called inactive; ? = inconclusive; / = not tested or not shown; & = joins results of further samples. On the % scale 0 is the no-effect control and ±100 the full control effect; potency means the concentration at half of the fitted maximal effect. An excerpt, so the mix of outcomes need not match the whole.
SMILES,Lipid storage S3,Lipid storage S3 cell count max
O=C(NCCN1CCOCC1)c1ccc(Cl)cc1,?,/
CN1CCN(CCCN2c3ccccc3Sc3ccc(S(=O)(=O)N(C)C)cc32)CC1,?,/
O=C(O)CCCCCCCC(=O)O,-14.4%,14.0
CN1CCN(c2c(F)cc3c(=O)c(C(=O)O)cn4c3c2SCC4)CC1,-0.7%&-3.4%,-13.6&3.7
CN1CCC(=C2c3ccccc3CC(=O)c3sccc32)CC1,1.7%&9.0%&-0.9%,0.6&11.9&7.3
COc1ccc(S(=O)(=O)Nc2nnc(CC(C)C)s2)cc1,?,/
CCC12CCCN3CCc4c(n(c5ccccc45)C(O)(C(=O)OC)C1)C32 (stereo not given),-20.6%,-12.4
C[C@H]1c2cccc(O)c2C(O)=C2C(=O)C3(O)C(O)=C(C(N)=O)C(=O)[C@@H](N(C)C)[C@@H]3[C@@H](O)[C@@H]21 (stereo not given in full),-0.8%,2.4
CN(C)CCOC(=O)C(c1ccccc1)C1(O)CCCC1 (stereo not given),?,/
CC(=O)O[C@@]12CO[C@@H]1C[C@H](O)[C@@]1(C)C(=O)[C@H](O)C3=C(C)[C@@H](OC(=O)[C@H](O)[C@@H](NC(=O)OC(C)(C)C)c4ccccc4)C[C@](O)([C@@H](OC(=O)c4ccccc4)[C@H]21)C3(C)C,-1.6%,-7.1
O=C1CCc2cc(OCCCCc3nnnn3C3CCCCC3)ccc2N1,-6.2%&-9.2%&5.8%,-7.2&-16.9&-0.7
CCCc1cc(C(N)=S)ccn1,?,/
CCN(CC)CCOC(=O)C(c1ccccc1)c1ccccc1,-3.8%,0.2
CN(C)C(=N)N=C(N)N,-10.8%,8.9
CCC(Cc1c(I)cc(I)c(N)c1I)C(=O)O (stereo not given),?,/
Cc1ccsc1/C=C/C1=NCCCN1C,-5.9%,-0.8
C[C@]12CC[C@H]3C(=CCc4cc(O)ccc43)[C@@H]1CCC2=O,?,/
CC1(C)Oc2ccc(C#N)cc2[C@@H](N2CCCC2=O)[C@@H]1O,-3.4%,3.1
CC1CCc2c(N3CCC(O)CC3)c(F)cc3c(=O)c(C(=O)O)cn1c23 (stereo not given),6.5%,-2.1
COc1cc2c(c(OC)c1OC)-c1c(cc(OC)c(OC)c1OC)C[C@H](C)[C@H](C)C2,4.9%,1.1
O=C(c1ccccc1)c1ccc2n1CCC2C(=O)O (stereo not given),?,/
Nc1ncnc(Nc2ccccc2)n1,5.9%,3.8

# Part of the list above, set out differently.
# Below each SMILES: Lipid storage S3	Lipid storage S3 cell count max
O=C(NCCN1CCOCC1)c1ccc(Cl)cc1
    ?	/
CN1CCN(CCCN2c3ccccc3Sc3ccc(S(=O)(=O)N(C)C)cc32)CC1
    ?	/
O=C(O)CCCCCCCC(=O)O
    -14.4%	14.0
CN1CCN(c2c(F)cc3c(=O)c(C(=O)O)cn4c3c2SCC4)CC1
    -0.7%&-3.4%	-13.6&3.7
CN1CCC(=C2c3ccccc3CC(=O)c3sccc32)CC1
    1.7%&9.0%&-0.9%	0.6&11.9&7.3
COc1ccc(S(=O)(=O)Nc2nnc(CC(C)C)s2)cc1
    ?	/
CCC12CCCN3CCc4c(n(c5ccccc45)C(O)(C(=O)OC)C1)C32 (stereo not given)
    -20.6%	-12.4
C[C@H]1c2cccc(O)c2C(O)=C2C(=O)C3(O)C(O)=C(C(N)=O)C(=O)[C@@H](N(C)C)[C@@H]3[C@@H](O)[C@@H]21 (stereo not given in full)
    -0.8%	2.4
CN(C)CCOC(=O)C(c1ccccc1)C1(O)CCCC1 (stereo not given)
    ?	/
CC(=O)O[C@@]12CO[C@@H]1C[C@H](O)[C@@]1(C)C(=O)[C@H](O)C3=C(C)[C@@H](OC(=O)[C@H](O)[C@@H](NC(=O)OC(C)(C)C)c4ccccc4)C[C@](O)([C@@H](OC(=O)c4ccccc4)[C@H]21)C3(C)C
    -1.6%	-7.1
O=C1CCc2cc(OCCCCc3nnnn3C3CCCCC3)ccc2N1
    -6.2%&-9.2%&5.8%	-7.2&-16.9&-0.7
CCCc1cc(C(N)=S)ccn1
    ?	/
